Source: PubChem
NPR2 activator = GC-B (human) receptor activation; P20594; HEK293-GC-B cells, CNP EC30, cGMP TR-FRET; 0% at EC30 CNP, 100% saturating CNP; activation, % at 10 µM; actives 0.11% (n = 370,000); AID 1920062;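 active = activation at 10 µM reaching about 35% in either raw or pattern-adjusted values, limit read from the data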
Target sequence (P20594 whole entry, looked up): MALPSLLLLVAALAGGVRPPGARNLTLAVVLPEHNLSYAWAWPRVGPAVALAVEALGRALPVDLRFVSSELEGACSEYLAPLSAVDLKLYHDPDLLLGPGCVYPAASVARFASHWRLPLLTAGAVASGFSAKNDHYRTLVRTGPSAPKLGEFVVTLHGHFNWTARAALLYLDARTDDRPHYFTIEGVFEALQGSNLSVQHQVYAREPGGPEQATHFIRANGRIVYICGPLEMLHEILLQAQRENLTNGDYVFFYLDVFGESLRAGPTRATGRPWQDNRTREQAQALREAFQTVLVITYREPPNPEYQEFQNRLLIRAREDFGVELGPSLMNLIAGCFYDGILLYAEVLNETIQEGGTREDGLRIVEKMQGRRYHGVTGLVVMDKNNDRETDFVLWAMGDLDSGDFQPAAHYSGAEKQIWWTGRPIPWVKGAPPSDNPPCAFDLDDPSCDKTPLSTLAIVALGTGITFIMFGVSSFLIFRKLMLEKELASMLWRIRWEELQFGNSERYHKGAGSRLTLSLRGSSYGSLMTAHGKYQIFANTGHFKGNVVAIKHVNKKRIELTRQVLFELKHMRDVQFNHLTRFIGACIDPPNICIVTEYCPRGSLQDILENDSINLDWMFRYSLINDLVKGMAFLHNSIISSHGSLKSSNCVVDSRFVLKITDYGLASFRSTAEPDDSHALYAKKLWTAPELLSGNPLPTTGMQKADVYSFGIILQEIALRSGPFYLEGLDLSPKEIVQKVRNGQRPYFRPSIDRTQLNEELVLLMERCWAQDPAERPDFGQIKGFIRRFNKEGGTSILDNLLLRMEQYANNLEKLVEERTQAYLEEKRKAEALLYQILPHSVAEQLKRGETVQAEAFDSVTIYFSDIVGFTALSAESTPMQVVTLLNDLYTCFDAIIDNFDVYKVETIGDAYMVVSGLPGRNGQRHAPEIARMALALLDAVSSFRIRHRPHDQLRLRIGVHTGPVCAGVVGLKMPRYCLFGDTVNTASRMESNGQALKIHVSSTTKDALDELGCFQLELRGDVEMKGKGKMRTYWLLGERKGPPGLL
ssDAF12 agonist = activators of S. stercoralis DAF-12 nuclear receptor; actives 1% (n = 370,000); HEK293 ssDAF-12/GRIP1 lit1-tk-luc reporter, luminescence; % of 3 µM dafachronic acid response; activation, % at 6.8 µM;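 active = activation above the mean over all tested compounds plus 3 SD, cut at about 0.9% in these data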;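 also: 0% = DMSO-only wells and 100% = 3 µM delta7-dafachronic acid wells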
ADAM10 inh = inhibits human ADAM10; actives 0.62% (n = 370,000); O14672; inhibition, % at 7 µM; recombinant ADAM10, EDANS/DABCYL FRET peptide cleavage, 3 h;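 active = inhibition above a per-campaign cutoff equal to the mean of compounds falling between control-based bounds plus 3 SD, cut at about 20% in these data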;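 also: 0% = DMSO wells while the 100% control is not disclosed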
NPR1 activator = GC-A (human) enzyme activation. P16066. HEK293 GC-A cells, cGMP TR-FRET, EC30 ANP; 0% at EC30 ANP, 100% saturating ANP. activation, % at 10 µM. actives 0.14% (n = 370,000). AID 1671463; in the data active = activation above about 40%
GAA850 FXN act = frataxin GAA850 promoter activation. HEK293 lucGAA850 FXN promoter luciferase reporter, 24 h; percent of 10 µM SAHA response. activation, % at 6 µM. actives 0.56% (n = 360,000). AID 540364;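 active = activation above the average of all compounds screened plus 3 SD, cutoff fixed separately per campaign, cut at about 7.5% in these data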;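 also: 0% = DMSO wells and 100% = 10 µM SAHA wells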
DAX1 inh-1 = NR0B1 (DAX1) inhibition; inhibition, % at 6.75 µM; P51843; AID 504766; HEK293 Gal4-DAX1 luciferase reporter, luminescence; actives 0.99% (n = 340,000);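 active = inhibition above the mean over all tested compounds plus 3 SD, cut at about 4.2% in these data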;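 also: 0% = DAX1-transfected cells with DMSO and 100% = empty-vector control cells with DMSO; inhibition shows as a rise in luminescence from relieved DAX1 repression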
SMARCA2 act = activators of SMARCA2 function. actives 1% (n = 370,000). activation, % at 9.1 µM. MG213 cells, MMTV-luciferase reporter, dexamethasone, overnight; in the data active = activation above about 7.8%;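 also: 0% = vehicle wells and 100% = reference activator wells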
hcDAF12 agonist = activators of H. contortus DAF-12 nuclear receptor; HEK293 hcDAF-12 lit1-tk-luc reporter, luminescence; 0% DMSO, 100% Δ7-dafachronic acid; activation, % at 6.8 µM; actives 1.4% (n = 370,000); AID 652067;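 active = activation above the mean of all tested compounds plus 3 SD, cut at about 5.5% in these data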;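 also: 100% = response to 3 µM Δ7-dafachronic acid high control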
HGIII-sPLA2 inh = Blocks human group III sPLA2 activity. Q9NZ20. AID 743126. inhibition, % at 12.2 µM. QFRET BODIPY PC-A2 liposome hydrolysis, fluorescence. actives 0.56% (n = 370,000);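 active = inhibition above mean plus 3 SD of compounds lying within the high and low control bounds, cut at about 19% in these data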;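 also: 0% = median of test compound wells and 100% = no enzyme DMSO wells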
DAX1 inh-2 = blocks DAX1 repression of SF-1 activated StAR promoter; HEK293T StAR-luciferase reporter, SF-1/DAX-1 repression relief; actives 1.1% (n = 370,000); inhibition, % at 6.8 µM; AID 652010;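 active = inhibition above the mean over all tested compounds plus 3 SD, cut at about 3.6% in these data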;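 also: 0% = DAX-1 cells with DMSO and 100% = cells lacking DAX-1 with DMSO; higher inhibition means more luminescence from relief of DAX-1 repression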
hgDAF-12 ag = activates the H. glycines DAF-12 receptor ligand-binding domain | HEK293 GAL4-hgDAF12 UAS-luciferase reporter, agonist luminescence; normalized to butyrate control | activation, % at 6.8 µM | actives 1.8% (n = 370,000) | AID 687014;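 active = activation above a cutoff set at the mean of all screened compounds plus 3 SD, cut at about 10% in these data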;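 also: 0% = DMSO wells and 100% = sodium butyrate wells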
* marks the source's active call; other numbers are inactive results; i = inactive; · = no result given; & = joins results of further samples.

SMILES	NPR2 activator	ssDAF12 agonist	ADAM10 inh	NPR1 activator	GAA850 FXN act	DAX1 inh-1	SMARCA2 act	hcDAF12 agonist	HGIII-sPLA2 inh	DAX1 inh-2	hgDAF-12 ag
O=C(CCNS(=O)(=O)c1ccccc1F)N1CCN(C(c2ccccc2)c2ccccc2)CC1	-2	-1.5	14	-6	-2.1	-0.6	0	-2.6	-30	-1.1	0.0
CN1CCSc2ccc(C(=O)NCc3cccc(F)c3)cc21	-1	-1.6	i	0	3.0	0.7	0	-0.9	-3	-0.7	3.0
O=C(N/N=C/c1cc(Cl)cc([N+](=O)[O-])c1O)C1CC1	3	-1.4	5	2	0.2	0.0	-2	-2.0	-6	0.2	5.2
COc1ccccc1NC(=O)N(Cc1ccccc1)c1ccccn1	-5	-1.4	4	-2	9.7*	0.9	-6	-1.6	-1	-0.3	1.9
O=C(O)c1ccccc1C(=O)NNC(=O)C(c1ccccc1)c1ccccc1	3	-0.8	9	0	-0.3	-0.2	-2	-2.5	-9	0.1	-2.3
Cc1cccc(CNC(=O)c2sc(=O)n(Cc3ccc(S(C)(=O)=O)cc3)c2C)c1	-6	-1.7	-2	-2	0.3	·	0	-2.2	-4	-0.8	0.6
Cc1cc(C)nc(/N=C(\N)Nc2ccc(C)c([N+](=O)[O-])c2)n1	-8	-1.8	-4	-5	-0.3	-1.0	-2	-0.9	-1	-1.0	1.1
Cc1cc(/C=C2/SC(=O)NC2=O)c(C)n1-c1ccc(N2CCOCC2)cc1	-10	-0.9	2	-8	-2.2	0.7	-2	-0.9	3	0.6	0.4
O=C(COC(=O)CNS(=O)(=O)/C=C/c1ccccc1)Nc1cccc2ccccc12	-3	0.5	0	-2	0.9	-1.2	0	-0.1	-1	-0.2	3.8
Cc1nc2ccc([N+](=O)[O-])cc2nc1C	4	-1.2	-7	-3	-0.3	1.8	-2	-1.4	1	1.0	-1.8
CCCCN(C)Cc1c(C)[nH]c2c(ccc3ccccc32)c1=O	0	-0.6	-18	9	1.5	2.1	-2	0.2	-2	-0.2	-1.0
O=c1ccc(NS(=O)(=O)c2ccccc2Cl)cn1Cc1ccc(Cl)c(Cl)c1	-1	-1.5	8	-6	2.7	-1.0	2	-2.9	-19	-0.1	-2.7
CN1C2=N[C@@H](c3ccc4c(c3)OCO4)CC(=O)N2/C(=C\c2ccccc2)[C@@H]1c1ccccc1	-13	-1.8	4	-7	·	·	·	-2.2	-1	·	-5.7
CCOC(=O)C1(C)CCN1C(=O)c1cc(C)oc1C (stereo not given)	-1	-0.4	2	-2	0.0	·	0	2.1	-3	-1.1	-2.5
CCOC(=O)C1CCN(C(=O)COC(=O)COc2ccc(Cl)cc2)CC1	-10	-1.6	-7	3	1.8	-0.7	0	-0.2	-1	-0.2	-0.3
CN=C1S/C(=C\c2cn(CC(=O)OC)c3ccccc23)C(=O)N1C	5	0.9*	-2	10	4.2	-0.1	-4	5.0	10	-0.4	-2.0
COC(=O)C[C@@H]1CC[C@@H]2[C@H](COc3ccc(NC(=O)c4ccc(F)c(F)c4)cc3C(=O)N2C)O1	8	-0.8	-4	3	·	·	-5	1.4	1	0.4	-0.1
Cc1ccc(S(=O)(=O)CC(=O)Nc2sc(C)c(C)c2C(N)=O)cc1	-4	-0.7	-14	4	0.0	0.5	1	-1.0	10	-2.3	-0.6
O=S(=O)(Nc1ccc2c(c1)OCO2)c1cccc(Br)c1	-8	-1.4	7	-6	0.9	0.1	-2	-0.6	-13	-0.8	-3.0
O=C(O)/C=C/c1nc(-c2ccccc2)n2ccccc12	4	0.1	-140	1	4.6	0.2	3	2.3	-2	-0.2	1.7

Full records, looked up by structure.
`CN1CCSc2ccc(C(=O)NCc3cccc(F)c3)cc21` reads NPR2 activator: -1; ssDAF12 agonist: -1.6; ADAM10 inh: i; NPR1 activator: 0; GAA850 FXN act: 3.0; DAX1 inh-1: 0.7; SMARCA2 act: 0; hcDAF12 agonist: -0.9; HGIII-sPLA2 inh: -3; DAX1 inh-2: -0.7; hgDAF-12 ag: 3.0
`CN1C2=N[C@@H](c3ccc4c(c3)OCO4)CC(=O)N2/C(=C\c2ccccc2)[C@@H]1c1ccccc1` reads NPR2 activator: -13; ssDAF12 agonist: -1.8; ADAM10 inh: 4; NPR1 activator: -7; GAA850 FXN act: ·; DAX1 inh-1: ·; SMARCA2 act: ·; hcDAF12 agonist: -2.2; HGIII-sPLA2 inh: -1; DAX1 inh-2: ·; hgDAF-12 ag: -5.7

The listing continues.
SMILES	NPR2 activator	ssDAF12 agonist	ADAM10 inh	NPR1 activator	GAA850 FXN act	DAX1 inh-1	SMARCA2 act	hcDAF12 agonist	HGIII-sPLA2 inh	DAX1 inh-2	hgDAF-12 ag
O=S(=O)(c1ccc2nc(N3CCN(c4ccccc4F)CC3)ccc2c1)N1CCCCC1	5	-1.4	-2	0	-1.3	1.3	1	-1.8	-9	0.3	0.7
CCO[C@@H]1OC(C(=O)O)=C[C@H](C)[C@H]1CCCO	6	-1.2	2	2	-0.8	-0.2	0	-1.4	3	0.6	0.2
Cn1c(N)c(C(=O)CSc2nnc(C3CC3)n2Cc2ccccc2)c(=O)[nH]c1=O	5	-0.6	-5	3	1.0	0.7	-2	-0.6	-5	0.2	-1.6
Cc1ccc(NC(=O)CSc2nccn2Cc2ccco2)cc1	0	-0.4	0	-5	5.3	1.6	5	2.1	4	3.5	4.0
CCC(C)Sc1ccc(-c2nc3ccc(C)cn3c2NCc2ccccc2)cc1 (stereo not given)	-3&-1	-0.7&-0.5	-233	11&8	0.1	-0.1	6&0	-0.2&1.8	8&-1	0.5&0.3	1.9&7.2
CC(C)c1ccc(NC2CCCN(C(=O)CCCn3cncn3)C2)cc1 (stereo not given)	-1	-0.9	3	6	0.7	0.5	0	-0.9	-2	0.0	2.0
CC(C)Cn1nc(C(=O)OCC(=O)NCC(F)(F)F)c2ccccc2c1=O	-2	-1.3	-2	0	0.0	0.0	0	-0.3	3	0.5	2.2
NC(c1csc(Nc2ncccn2)n1)c1ccccc1Cl (stereo not given)	1	-1.1	0	2	0.7	·	-1	0.6	8	0.3	1.1
O=C(CSc1nc2ccccc2n1CC(=O)N1CCCC1)N1CCN(C(=O)c2ccco2)CC1	2	-1.3	3	2	-0.1	0.0	2	0.0	5	-0.3	-0.5
CCOc1c(Br)cc(/C=C2\C(=O)N(CCC#N)N=C2C)cc1OC	52*	-0.6	2	40*	-1.2	-0.6	-6	0.5	-1	-1.0	-1.9
O=C(Cc1c(F)cccc1Cl)N/N=C/c1cccnc1	-4	-1.0	-5	2	0.9	0.3	3	-1.0	-1	-0.1	0.5
CCOCCn1c(N2CCCC2)nc2c1c(=O)n(C)c(=O)n2C	3	-1.6	-5	-6	3.5	-0.1	-3	0.3	4	0.1	-0.9
O=C1C(CCc2ccccc2)ON=C(c2cnccn2)N1Cc1ccc(F)cc1 (stereo not given)	-4	-1.0	0	2	-1.2	·	-1	-1.0	-14	-1.3	1.9
Cc1ccc(S(=O)(=O)C(C#N)c2nc3ccccc3nc2OC(C)C)cc1 (stereo not given)	-3	-0.4	-27	5	0.3	0.3	-4	1.3	-4	-0.3	-1.2
CC[C@@]1(C(=O)OC)N[C@H](CN(C)C(=O)C2CCCCC2)[C@@H]2C(=O)N(Cc3ccccc3)C(=O)[C@@H]21	4	-1.0	-14	5	4.6	0.4	-1	0.1	2	-0.9	-2.3
O=C(COC(=O)c1cncc(Br)c1)NCCC1=CCCCC1	-8	-1.1	-5	2	-0.4	-0.2	-6	1.4	4	0.5	-1.4
Cc1ccc2c(c1)c1c(n2C)C(C(N)=O)CCC1 (stereo not given)	0	-1.3	-5	-2	-1.3	0.2	1	-0.4	6	0.2	-0.9
O=c1[nH]c2ccc(S(=O)(=O)NCCO)cc2[nH]1	2	-0.6	-2	-1	2.0	0.0	-1	-0.3	-3	-0.2	-0.4
O=C1CCCCC1c1cccc2ccccc12 (stereo not given)	5	-1.5	6	-7	-1.1	-0.3	-1	-1.3	-2	0.6	0.8
Cc1cccc(-n2cc(-c3ccccc3)c3c(NN4CCOCC4)ncnc32)c1	-8	-0.7	2	0	3.9	0.1	-1	-0.7	5	-0.2	-0.7
CC(C)C(=O)OC/C(O)=C(\C#N)c1nc2ccccc2[nH]1	-2	-0.1	-8	-4	-0.7	-0.5	0	1.9	-4	-0.1	-2.2
Cc1cc(C)c(C#N)c(SCc2ccccc2)n1	0	-0.6	23*	-2	3.1	0.0	-1	-1.4	-5	0.6	0.4
Cc1ccnc(NC(=O)Nc2ccc3c(c2)N(C)C(=O)CS3)c1	2	-1.1	-5	6	5.3	-1.2	-2	-0.5	-9	2.3	10*
CCc1nnc(NC(=O)C2(C)COC(c3ccc(OC)cc3)OC2)s1 (stereo not given)	-4	-1.7	-7	0	1.2	0.5	4	-1.7	0	-0.9	-2.3
CC(OC(=O)CCN=C1NS(=O)(=O)c2ccccc21)C(=O)NC1CCCCC1C (stereo not given)	-8	-0.6	-3	-3	0.9	1.2	3	-1.9	5	0.9	0.0
CC(C)CCNC(=O)Cc1ccc(Nc2nc(=S)[nH]c3ccccc23)cc1	0	-1.7	-13	1	1.3	-0.7	-4	-1.9	11	0.0	-4.0
CC(=O)N1CCCN(Cc2cn(-c3ccc(C)cc3)nc2-c2ccc(F)cc2)CC1	-7	-2.0	-2	-3	0.0	0.8	0	-2.1	-16	-0.8	0.0
COc1ccccc1NC(=O)CCC(=O)OC(C)C(=O)c1ccccc1 (stereo not given)	-5	-0.7	16	-3	2.5	-0.9	-4	0.0	7	-0.1	1.5
COCCCn1c(C(=O)Nc2ccc3c(c2)OCO3)cc2c(=O)n3cccc(C)c3nc21	9	-0.8	-9	3	2.1	1.4	-2	-2.6	-1	0.1	1.2
COc1cc(NC(=O)c2cccc3c2C(=O)N(C2CCCCC2)C3)cc(OC)c1OC	20	-2.0	13	14	0.9	-1.6	0	-5.2	-14	-8.8	-5.9
COc1ccc(N(CC(=O)NCCSc2ccccc2)S(=O)(=O)c2ccccc2)cc1	-8	-1.2	7	-16	-0.9	0.6	0	-1.4	-15	-2.3	-0.1
O=C1CN(C(=O)c2cc(Br)c(Br)s2)c2ccccc2N1	-23	-0.6	-2	-27	-4.4	-1.7	2	2.4	4	-0.2	0.0
CCCC(C)NC(C)C(=O)NC1CCCC1 (stereo not given)	-7	-0.9	9	0	-1.6	-1.4	-2	0.9	12	0.8	1.9
COC(=O)c1ccccc1NC(=O)CSc1nccn1C	-1	-1.6	-3	-6	2.3	-0.9	0	-2.1	4	-0.4	0.0

Not a hit list. About 6.6% of those tested had a hit in this group.
